SRC3 TRFRET art – counter-screen for PPARgamma SRC-3 recruitment agonists: TR-FRET artefact. 99,000 compounds, 0.39% hits. AID 1048. PPARgamma/SRC-3 format; active compounds read high. TR-FRET ratio at 8 µM; in the data active means TR-FRET ratio above about 2000; further: inactives centre near 1600; reference of the scale not given here
SRC1 TRFRET art – flags TR-FRET format artefacts in PPARgamma SRC-1 recruitment agonist screen; TR-FRET detection artefact counter-screen, emission ratio; active compounds read high; TR-FRET ratio at 8 µM; 99,000 compounds, 0.34% hits; AID 1051; in the data active means TR-FRET ratio above about 2300; further: inactives centre near 1800; reference of the scale not given here
The depositor's hits bear a star.

SMILES	SRC3 TRFRET art	SRC1 TRFRET art
CN1CCCC2(CCCN(Cc3nc(Cc4cccc(C(F)(F)F)c4)no3)C2)C1 (stereo unspecified)	1657	1771
CCC1CCc2c(n(C)c3ccccc3c2=O)O1 (stereo unspecified)	1428	1860
COc1ccc(OCC(N)=O)cc1	1497	1567
NS(=O)(=O)c1cccc(NC(=S)NC(=O)C23CC4CC(CC(C4)C2)C3)c1	1485	1750
CN1CCOC(=O)/C1=N/Nc1cc(Cl)ccc1Cl	1441	1672
Cc1cccc2c(CCNC(=O)c3ccc([N+](=O)[O-])cc3)c[nH]c12	1516	1914
CCOCCCn1c(=S)[nH]c2cc(C(=O)N3CCC(C(N)=O)(N4CCCCC4)CC3)ccc2c1=O	1743	2013
COc1ccc(CCn2c(SCCN3CCCCC3)nc3ccccc3c2=O)cc1OC	1601	1707
CCOC(=O)CSc1nc2cccnc2n1C	1688	1949
COCC(=O)N(CCN(C)C)Cc1cc2cc3c(cc2nc1Cl)OCO3	1595	1817
CCN(CC)CCCNC(=S)N(Cc1cccnc1)Cc1cc2cc(C)cc(C)c2[nH]c1=O	1549	1775
N/C(=N\N=C\c1ccc(O)cc1)c1nonc1N	1640	1692
NC(N)=NC(=O)c1nc(Cl)c(N)nc1N	1655	1549
CN(C)c1ccc(NC(=O)c2cccc(C(=O)Nc3ccc(N(C)C)cc3)n2)cc1	1633	2095
O=C(Cc1cccc(C(F)(F)F)c1)NCc1cccc(Cl)c1	1376	1718
COc1ccc(-c2[nH]ncc2CN2CCCO2)cc1F	1396	1875
Cn1c(O)c(N=NC(=O)c2cccc(S(=O)(=O)N3CCCCC3)c2)c2ccccc21	1625	1875
Cc1ccc2nc(NC3=NC(CC(=O)O)C(=O)N3)nc(C)c2c1 (stereo unspecified)	1617	1941
Cc1occc1C(=O)N/N=C/C1=C(N2CCOCC2)C(=C\c2ccc(Cl)cc2)/CC1	1557	1627
Cc1cccc(C2C3=C(Nc4[nH]n(-c5ccccc5)c(=O)c42)c2ccccc2C3=O)c1 (stereo unspecified)	1637	1610
O=C(Cn1cnc2ccccc2c1=O)c1ccc(Cl)cc1	1554	1906
CCCc1nc(NC(C)=O)c(C#N)c(-c2ccco2)c1CC	1655	1582
CCOc1ccc2c(c1)-c1c(ssc1=S)C(C)(C)N2C(=O)CSC1=NCCS1	1380	1676
O=S(=O)(Nc1cccc(S(=O)(=O)N2CCOCC2)c1)c1ccc(Cl)s1	1472	1533
O=C(/C=C/c1ccc(Cl)cc1)Nc1ccc(S(=O)(=O)Nc2ncccn2)cc1	1598	1987
COC(=O)c1cc(=O)n(-c2ccccc2)c(=Nc2ccccc2)s1	1610	1793
C[C@@H]1CN(C(=O)c2nc3ccc(Cl)cn3c2CN[C@H]2CCCCNC2=O)C[C@H](C)O1	1764	1891
CC(=O)c1cc2c(cc1NS(=O)(=O)c1ccccc1F)OCO2	1396	1613
CC1(C)C(C=C(Cl)Cl)C1C(=O)N(Cc1ccc(Cl)cc1)C1CCS(=O)(=O)C1 (stereo unspecified)	1727	1571
CC(Cc1ccccc1)C(=O)N(C)Cc1ccccc1 (stereo unspecified)	1666	1758
Cc1ccc(N(CC(=O)NC(C)(C)C)C(=O)CNC(=O)c2cccs2)c(C)c1	1446	1568
Nc1nonc1NC(=O)NN=C1CCCCC1	1661	1648
CC1(C2CC(C(F)(F)F)n3nc(C(=O)O)cc3N2)CC1 (stereo unspecified)	1637	1817
COc1ccccc1CNC(=O)C1(NC(=O)Nc2ccc(C)cc2)CCCCC1	1633	1709
CCCNC(=O)OC[C@H]1O[C@H](CCO/N=C/c2ccc(C(=O)N3[C@H](c4ccc(C)cc4)[C@@H](C)CC[C@H]3C(=O)OC)cc2)C=C[C@@H]1Oc1ccc(OC)cc1	1409	1549
CC(=O)c1c(C)[nH]c(C(=O)OCC(=O)Nc2ncc(Cl)c(C)c2Cl)c1C	1697	1893
CCN(CC)S(=O)(=O)c1ccc(N2CCOCC2)c(NC(=O)CCC2CCCCC2)c1	1597	1812
CN(C)CCNc1cnn(-c2ccccc2)c(=O)c1Cl	1284	1792
CO/N=C/c1ccc(OC)c(Oc2nc(OC)cc(OC)n2)c1	1399	1654
COc1ccc(N(C)S(=O)(=O)c2cccc(C(=O)NC3CCCCC3C)c2)cc1 (stereo unspecified)	1745	1778
O=C(NCc1ccccn1)C1CCN(S(=O)(=O)c2cnc[nH]2)CC1	1741	1661
CC(C)Oc1ccc(C(CC(=O)O)NC(=O)C(Sc2ccccc2)c2ccccc2)cc1 (stereo unspecified)	1474	1724
O=C(O)C1SCCN1S(=O)(=O)c1ccc(N=NN2CCOCC2)cc1 (stereo unspecified)	1530	1802
COc1ccc(NC(=O)C2CCCN(S(=O)(=O)c3cccc4nonc34)C2)cc1OC (stereo unspecified)	1452	1917
COc1cccc2cc(S(=O)(=O)c3ccccc3)c(=Nc3ccc4c(c3)OCCO4)oc12	1636	1870
O=c1cc(C(F)(F)F)nc(-c2cccnc2)[nH]1	1611	1626
COc1cccc2cc(-c3ccccc3)c(=O)oc12	1483	1927
Cc1ccc(CSCC(=O)NCc2cccnc2)cc1	1643	1787
COc1cc(N=C(N)N=C(N)N)cc(OC)c1	1613	1853
Cc1ccc2cc(C#N)c(NCCNC(=S)NCCCN(C)C)nc2c1C	1921	1872
COc1cccc(CNC(=O)CCC2CCCN(C(=O)c3ccc(C)nc3)C2)c1 (stereo unspecified)	1588	1757
OCCNCCSc1ccc(Cl)cc1	1497	1727
Cc1cccc(N/C=C(\[N+](=O)[O-])S(=O)(=O)c2ccccc2)c1C	1524	1989
COc1ccc2nc(/C(C#N)=C\c3ccc(Oc4ccc([N+](=O)[O-])cn4)cc3)[nH]c2c1	1544	1794
O=C(O)C1CCCN(S(=O)(=O)c2ccc3c(c2)OCCO3)C1 (stereo unspecified)	1744	1920
O=C1S/C(=C\c2ccc(Cl)cc2)C(=O)N1CCn1cnnn1	1599	1613
COc1cccc(CN2CCNC(=O)C2CC(=O)NCCOc2cccnc2)c1 (stereo unspecified)	1293	1600
COc1cc(/C=C(\NC(=O)c2ccccc2)C(=O)NCCO)c([N+](=O)[O-])cc1OC	1830	1823
N#C/C(=C\c1cccc(NC(=O)c2ccccc2Cl)c1)C(=O)NCCc1ccccc1	1673	1706
CCOC(=O)CSc1ccc2nnc(-c3ccccc3)n2n1	1803	1886

Rewritten field by field: two of the compounds above.
COc1cccc(CN2CCNC(=O)C2CC(=O)NCCOc2cccnc2)c1 (stereo unspecified)
  SRC3 TRFRET art = 1293	SRC1 TRFRET art = 1600

COc1cc(N=C(N)N=C(N)N)cc(OC)c1
  SRC3 TRFRET art = 1613	SRC1 TRFRET art = 1853

Additional entries:
SMILES	SRC3 TRFRET art	SRC1 TRFRET art
COc1cc(C(=O)NC2CCCc3ccccc32)ccc1OCC(=O)Nc1ccc(F)cc1 (stereo unspecified)	1498	1611
COc1cccc(C(=O)Nc2cccc(C(=O)NCC(C)C)c2)c1	1857	1907
CC(=O)Nc1ccccc1C(=O)C(=O)Nc1cccc(Br)c1	1429	1598
CC(/C=C/c1ccc(N(C)C)cc1)=N/N=C1/NC(=O)CC(C(=O)Nc2ccc(Cl)cc2)S1 (stereo unspecified)	1364	1923
CC(C)CC(=O)Nc1ccc2c3c(cccc13)CC2	1489	1737
CCOC(=O)C(NC(=O)c1ccc(F)cc1)(Nc1nnc(C)s1)C(F)(F)F (stereo unspecified)	1508	1597
CCc1cc2c3c(c1)C1(C(=O)N3C(C)(C)CC2C)C(C#N)=C(N)N2C(=C1C#N)Nc1ccccc12 (stereo unspecified)	1556	1801
Cc1ccccc1S(=O)(=O)NC1OC(=O)C(Oc2ccccc2)=C1Br (stereo unspecified)	1346	1793
O=C(NNC(=O)c1ccccc1[N+](=O)[O-])Nc1ccccc1C(F)(F)F	1497	1798
CN(C)/C=C/C(=O)c1ccc(Br)s1	1737	1868
Cc1nonc1C1CCCN1Cc1nc(-c2ccccc2Cl)oc1C (stereo unspecified)	1828	1591
Cc1c(C(=O)NNc2cc(=O)n(C)c(=O)n2C)cccc1[N+](=O)[O-]	1559	2021
CC(=O)Nc1ccc(S(=O)(=O)N2CCN(C(=O)CCC3CCCC3)CC2)cc1	1462	1736
O=C(/C=C/c1ccccc1[N+](=O)[O-])NCc1ccc(Cl)cc1	1615	1977
CCNC(=S)NN=C1c2ccccc2-c2ccccc21	1544	1889
COC(=O)Cc1ccc(NC(=S)Nc2ccc(N3CCOCC3)cc2)cc1	1658	1849
O=C(NC1CCCC1)c1ccc([N+](=O)[O-])s1	1632	1670
Cn1nc(C(F)(F)F)c(C(=O)Nc2ccc(F)cc2F)c1Cl	1528	1804
CCOCC(=O)N1CCN(c2ccc([N+](=O)[O-])cc2)CC1	1469	1809
Cc1ccc(OCC(=O)NN2C(=O)c3ccccc3C2=O)cc1	1673	1943
CCOC(=O)c1cnc(-n2nc(C)cc2C)nc1-n1nc(C)cc1C	1288	1694
CSc1nc(N(CCO)CCO)c2sc3nc(-c4ccco4)c4c(c3c2n1)CCC4	1375	1670
CCOC(=O)c1nnn(-c2nonc2N)c1-c1ccccc1Cl	1743	1964
COC(=O)c1ccc(CN2CCN(CCc3ccccc3)C(CCO)C2)cc1 (stereo unspecified)	1571	1440
O=C(Nc1ccc(Cl)cn1)C1CC1	1852	1942
C/C=C(\C)C(=O)NCCN1C2=NC[C@H](Cc3ccccc3)N2C[C@H]1Cc1ccc(O)cc1	1704	1720
CC(=O)C(Cc1ccc(Cl)nc1)(Cc1ccc(Cl)nc1)C(C)=O	1567	2027
O=C(COc1ccc(-c2ccccc2)cc1)N1CCN(C(=O)c2cccs2)CC1	1576	1665
O=c1cc(NS(=O)(=O)c2ccccc2)nc(SCc2c(Cl)cccc2Cl)[nH]1	1507	1482
O=C(c1ccc(-c2cccc(Cl)c2Cl)o1)N1CCOCC1	1485	1638

A draw from above in order of molecular weight, falling:
SMILES	SRC3 TRFRET art	SRC1 TRFRET art
CSc1nc(N(CCO)CCO)c2sc3nc(-c4ccco4)c4c(c3c2n1)CCC4	1375	1670
O=c1cc(NS(=O)(=O)c2ccccc2)nc(SCc2c(Cl)cccc2Cl)[nH]1	1507	1482
CC(=O)C(Cc1ccc(Cl)nc1)(Cc1ccc(Cl)nc1)C(C)=O	1567	2027
CCOCC(=O)N1CCN(c2ccc([N+](=O)[O-])cc2)CC1	1469	1809
O=C(NC1CCCC1)c1ccc([N+](=O)[O-])s1	1632	1670

The listing picks up; the five compounds before the break are reprinted first.
SMILES	SRC3 TRFRET art	SRC1 TRFRET art
C/C=C(\C)C(=O)NCCN1C2=NC[C@H](Cc3ccccc3)N2C[C@H]1Cc1ccc(O)cc1	1704	1720
CC(=O)C(Cc1ccc(Cl)nc1)(Cc1ccc(Cl)nc1)C(C)=O	1567	2027
O=C(COc1ccc(-c2ccccc2)cc1)N1CCN(C(=O)c2cccs2)CC1	1576	1665
O=c1cc(NS(=O)(=O)c2ccccc2)nc(SCc2c(Cl)cccc2Cl)[nH]1	1507	1482
O=C(c1ccc(-c2cccc(Cl)c2Cl)o1)N1CCOCC1	1485	1638
CN(C)c1ccc(/C=N/NC(=O)C(O)c2ccc(Br)cc2)cc1 (stereo unspecified)	1790	2108
COc1ccc(CCNC(=O)c2cccnc2SC)cc1	1439	1730
O=C(NCc1ccco1)c1nc(-c2ccccc2)n(-c2ccccc2)n1	1532	1875
O=C(NCc1ccco1)C(=O)c1c[nH]c2ccccc12	1476	1866
O=C(COc1ccccc1)N1CCN(S(=O)(=O)c2cccc([N+](=O)[O-])c2)CC1	1664	1499
Cc1cc(C)n(-c2ccc(Cl)c(C(=O)Nc3cc(C(F)(F)F)ccc3Cl)n2)n1	1511	1784
O=C(NC(=S)Nc1nc2c(s1)CCCC2)c1ccc(C(=O)c2ccccc2)cc1	1497	1887
Cc1ccc(S(=O)(=O)n2[nH]c(=O)c(CCO)c2C)cc1	1527	1864
O=C(COC(=O)[C@@H]1CC(O)CN1S(=O)(=O)c1ccc2c(c1)OCCO2)NCc1ccc(F)cc1 (stereo partly specified)	1602	1800
COc1cccc(OC)c1C(=O)OCC(=O)NC(=O)NCc1ccccc1	1404	1711
Cc1ccc(S(=O)(=O)N(C)c2c(C)ccc(S(=O)(=O)NC(C)(C)C)c2C)cc1	1660	1670
O=C(NC1CCCC1)c1cc(S(=O)(=O)N2CCOCC2)c(Cl)cc1Cl	1523	1456
Nc1c(C(=O)NCc2ccco2)nnn1CC(=O)Nc1ccc2c(c1)OCO2	1603	1760
S=c1nc(C2COc3ccccc3O2)[nH][nH]1 (stereo unspecified)	1481	1534
Cc1cc(Cl)c2ccc3ccccc3c2n1	1601	1950
CCN(CCCNC(=O)CN1C(=O)COc2ccccc21)c1ccccc1	1757	1608
N#CCCN1CCN(S(=O)(=O)c2ccc(S(=O)(=O)NCc3ccccc3)cc2)CC1	1584	1798
C=CCn1c(N2CCN(c3ccc(OC)cc3)CC2)nc2c1c(=O)n(C)c(=O)n2C	1420	1634
O=C(COC(=O)c1ccccc1F)Nc1cccnc1Cl	1469	1716
COc1ccc(C(=O)C(C)Oc2cccc(NC(=O)c3cccc([N+](=O)[O-])c3)c2)cc1 (stereo unspecified)	1553	2013
O=S(=O)(c1ccccc1)c1nc(NCc2ccccc2)sc1Cl	1545	1913
Cc1ccc(S(=O)(=O)CCc2nnc(NC(=O)CCl)s2)cc1C	1577	1900
OC1CC(c2ccco2)NC2(CCCCC2)C1 (stereo unspecified)	1332	1590
Cc1c(C(=O)NCc2cccnc2)oc2ccc(S(=O)(=O)N3CCCCCC3)cc12	1468	1873
COC(=O)c1c(NC(=O)CC2Sc3ccc(C(F)(F)F)cc3NC2=O)sc(C)c1C (stereo unspecified)	1603	1939
CCN(CC)C(=O)CSc1nnnn1-c1ccc(F)c(Cl)c1	1558	1760
CC(C)CC(=O)OCC(=O)Nc1ccccc1Sc1ccccc1	1645	1770

Full records, looked up by structure. Screens in order: SRC3 TRFRET art | SRC1 TRFRET art
COC(=O)c1c(NC(=O)CC2Sc3ccc(C(F)(F)F)cc3NC2=O)sc(C)c1C (stereo unspecified) as listed: 1603 | 1939
CCN(CCCNC(=O)CN1C(=O)COc2ccccc21)c1ccccc1 as listed: 1757 | 1608
